GALK inh = qHTS Assay for Inhibitors of Human Galactokinase (GALK). P51570. Purified GALK, Kinase-Glo residual ATP luminescence. Potency, µM (top dose mostly 57.5 µM), inactives show at the top dose activity change, negative = inhibition, most hits filed as inhibitors. 0.007% of 270,000 active. AID 1868, 2009; also: potency is read from the fitted curve at half-maximal effect; % is scaled to controls: 0 for no effect and ±100 for the full control effect
Target sequence (P51570 whole entry, looked up): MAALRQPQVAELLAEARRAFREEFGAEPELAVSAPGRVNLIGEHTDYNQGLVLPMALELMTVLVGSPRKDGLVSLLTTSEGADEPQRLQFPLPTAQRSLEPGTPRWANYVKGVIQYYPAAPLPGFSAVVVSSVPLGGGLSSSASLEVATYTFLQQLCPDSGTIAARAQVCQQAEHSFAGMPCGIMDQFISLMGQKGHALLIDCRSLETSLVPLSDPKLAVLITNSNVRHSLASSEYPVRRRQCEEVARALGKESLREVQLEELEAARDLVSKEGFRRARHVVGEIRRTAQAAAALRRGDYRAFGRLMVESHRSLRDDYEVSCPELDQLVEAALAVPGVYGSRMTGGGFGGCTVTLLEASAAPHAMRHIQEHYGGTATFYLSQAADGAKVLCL
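Human GALK (5 nM) with 35 uM ATP and 100 uM galactose in 20 mM HEPES pH 8.0, 5 mM MgCl2, 60 mM NaCl, 1 mM DTT, 0.01% BSA. After 1 h at room temperature, leftover ATP was read by Kinase-Glo Plus luminescence.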
hERG WT inh = qHTS for Inhibitors of KCHN2 3.1: Wildtype qHTS; Voltage-gated inwardly rectifying potassium channel KCNH2 (Homo sapiens), Q12809; U2OS, BacMam KCNH2, thallium flux FluxOr; hits give low values; activity change, % at 1.84 µM; 0.37% of 340,000 active;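 active = maximum activity change below -70%; inconclusive = maximum activity change between -70% and -50%; inactive = maximum activity change above -50%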; also: % is scaled to controls: 0 for no effect and ±100 for the full control effect
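U2OS cells were transduced with wild-type KCNH2 virus (2.03 x 10^8 / mL) for 4 h at room temperature, then cultured overnight at 37 C. Thallium flux was read with FluxOr dye. Rate constants were normalized to DMSO controls.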
KCNH2 3.1 inh = qHTS for Inhibitors of KCHN2 3.1: Mutant qHTS. Potassium voltage-gated channel subfamily H member 2, brain isoform KCNH2 3.1 (human). U2OS KCNH2 3.1, thallium flux FluxOr; hits give low values. activity change, % (tested at about 1.8 µM). 0.95% of 340,000 active;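 active = maximum activity change below -70%; inconclusive = maximum activity change from -70% to -50%; inactive = maximum activity change above -50%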;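 also: thallium influx rate constant from kinetic fluorescence after stimulation buffer; % is scaled to controls: 0 for no effect and ±100 for the full control effect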
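FluxOr-based Tl+ influx in U2OS cells transduced with KCNH2 3.1 virus; rate constants normalized to DMSO controls.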
MLL CXXC-DNA inh = qHTS Fluorescence Polarization Assay for Inhibitors of MLL CXXC domain - DNA interaction | Histone-lysine N-methyltransferase 2A (Homo sapiens), Q03164 | MLL-CXXC / FITC-HOXA9 DNA fluorescence polarization | Potency, µM (series often up to 115 µM), for the others: top-dose activity change, negative = inhibition, hits mostly inhibitors | 0.037% of 290,000 active; active = well fitted inhibition curve with a large enough effect in the polarisation, with a control signal flat, not every such curve was filed as active; inconclusive = small, poorly fitted or top-dose-only effect, or effect the other way, or a change in a side signal; inactive = no such curve, though single readings can be large or run the other way; the % refers to the polarisation; also: potency is read from the fitted curve at half-maximal effect
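Fluorescence polarization: 7 uM MLL-CXXC (stock) preincubated 5 min with compounds, then 50 nM fluorescein-HOX-A9 DNA (stock) added; 30 min ambient. Buffer 50 mM Tris-HCl pH 7.5, 50 mM NaCl, 1 mM DTT, 0.05% BSA.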
MBNL1 CUG block = qHTS Assay for Inhibitors of MBNL1-poly(CUG) RNA binding. Potency, µM (top dose mostly 57.5 µM), for inactives: at the highest dose activity change, negative = inhibition, hits mostly inhibitors. TR-FRET MBNL1-His/biotin-(CUG)12 binding, 665/545 ratio. Muscleblind-like protein 1 (Homo sapiens), Q9NR56. 0.036% of 280,000 active; active = well fitted inhibition curve with a large enough effect in the signal ratio, with a control signal flat, not every such curve was filed as active; inconclusive = small, poorly fitted or top-dose-only effect, or effect the other way, or a change in a side signal; inactive = no such curve, though single readings can be large or run the other way; the % refers to the signal ratio; also: potency is read from the fitted curve at half-maximal effect; % is scaled to controls: 0 for no effect and ±100 for the full control effect
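TR-FRET readout: Ex 340 nm, 665/545 nm emission ratio, normalized to buffer-only (basal) and MBNL1-(CUG)12 controls. Complex of MBNL1-His with Biotin-(CUG)12, compounds 92 nM–58 uM, incubated 60 min at room temperature.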
AT treatment = qHTS Assay for Identifying a Potential Treatment of Ataxia-Telangiectasia; […] A-T fibroblasts, KAP-1 phosphorylation AlphaLISA; neocarzinostatin DNA damage 30 min before lysis; Potency, µM (highest dose often 57.5 µM), for inactives: top-dose activation, actives largely listed as activators; 0.19% of 320,000 active; AID 485349, 2010; also: potency is read from the fitted curve at half-maximal effect; % of control where 0% means no effect; nearly all actives have a fitted effect of over 45% in size
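hTERT-immortalized A-T patient fibroblasts ([…]), 500 cells/well in OPTI-MEM, 1% FBS, got compounds for 60 min, then NCS for 30 min at 37C. Lysates were then assayed for phospho-KAP-1 by AlphaLISA (anti-pKAP1 donor, anti-KAP1 acceptor beads), 6 hr at 25C.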
a7 integrin act = qHTS for Activators of Integrin-Mediated Alleviation for Muscular Dystrophy; AID 624291, 2012; Potency, µM (top dose mostly 38.3 µM), for inactives: top-dose activation, most hits filed as activators; 0.064% of 350,000 active; alpha7betagal myoblasts, beta-gal FDG fluorescence, 48 h;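 also: potency is read from the fitted curve at half-maximal effect; 100% = response of the positive control SU9516; nearly all actives have a fitted effect of over 60% in size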
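alpha7betagal+/- myoblasts (passage 13, 250/well) treated 48 h at 37C with compounds at 1:260 dilution of DMSO stock. Lysed, then beta-galactosidase activity read as FDG fluorescence (ex 480/em 540) after 30 min, with pre-read for autofluorescence.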
FBPA coupling cs = qHTS Assay for Inhibitors of Fructose-1,6-bisphosphate Aldolase from Giardia Lamblia: Coupling assay counterscreen | coupling enzyme system counterscreen, AmpLite Red fluorescence | activity change, negative = inhibition, % at 58.2 µM, hits read low | 0.67% of 290,000 active; in the data active = activity change below about -30%; also: % is scaled to controls: 0 for no effect and ±100 for the full control effect
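Compounds tested against the coupling enzymes alone at 57.5 uM final; readout was AmpLite Red fluorescence (525/598 nm) after 20 min at RT.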
TRPV1 ag = HTS Assay for Compounds that Act as Agonists of the Vanilloid Receptor 1; TRPV1-expressing cells, Fluo-8 calcium influx, agonist mode; activation, % at 8.33 µM; 0.19% of 320,000 active; AID 540275, 2011; in the data active = activation above about 80%; inconclusive = between about 30% and that limit; also: 0% is about no effect
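Cells expressing TRPV1 were dye-loaded with Fluo-8 and read kinetically: 10 s baseline, 3 min after compound (agonist portion), then 2 min after EC20 capsaicin (allosteric enhancer portion). Calcium-bound dye fluorescence at 480/520 nm.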
S-ASM inh = Inhibitors of Secretory Acid Sphingomyelinase (S-ASM): qHTS; AID 504937, 2011; 0.006% of 340,000 active; Sphingomyelin phosphodiesterase (Homo sapiens), P17405; Potency, µM (series often up to 57.5 µM), without a hit: at the highest dose activity change, negative = inhibition, usual class: inhibitors; placental ASM, HMU-PC fluorogenic substrate, 60 min; also: potency is read from the fitted curve at half-maximal effect
Target sequence (P17405 47-631 limits assumed): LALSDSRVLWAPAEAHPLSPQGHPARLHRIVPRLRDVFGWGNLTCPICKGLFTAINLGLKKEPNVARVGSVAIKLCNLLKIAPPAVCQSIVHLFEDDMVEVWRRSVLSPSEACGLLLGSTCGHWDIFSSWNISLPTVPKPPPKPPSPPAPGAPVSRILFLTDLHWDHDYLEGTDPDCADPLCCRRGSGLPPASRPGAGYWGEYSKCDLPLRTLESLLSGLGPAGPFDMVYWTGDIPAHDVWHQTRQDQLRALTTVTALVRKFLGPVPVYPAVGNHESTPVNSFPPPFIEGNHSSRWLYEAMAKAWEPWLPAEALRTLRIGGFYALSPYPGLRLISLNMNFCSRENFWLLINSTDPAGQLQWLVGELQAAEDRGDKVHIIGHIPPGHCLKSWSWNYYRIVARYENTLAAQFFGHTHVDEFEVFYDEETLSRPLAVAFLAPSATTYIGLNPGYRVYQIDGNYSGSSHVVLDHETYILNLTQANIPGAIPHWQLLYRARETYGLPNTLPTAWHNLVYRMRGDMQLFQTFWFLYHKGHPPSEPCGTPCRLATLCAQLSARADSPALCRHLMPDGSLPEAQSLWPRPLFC
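Human placenta-derived ASM preincubated with compound 10 min at room temperature, then reacted with 9 uM (final) fluorogenic HMU-PC substrate for 60 min at 37 C. Stop solution raises pH to 10; fluorescence read at Ex 386/Em 447 nm.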
* hit, by the source's call; ? = inconclusive; . = no result given; [ ] = dose if it differs, or a comment. Unless noted, calls follow the shape of the dose curve; as a rule, active = well fitted curve in the direction sought with a large enough effect; inconclusive = small, poorly fitted or top-dose-only effect, or another doubt; inactive = no such curve, though single readings can be large; an effect the other way counts as inactive or inconclusive.

SMILES	GALK inh	hERG WT inh	KCNH2 3.1 inh	MLL CXXC-DNA inh	MBNL1 CUG block	AT treatment	a7 integrin act	FBPA coupling cs	TRPV1 ag	S-ASM inh
COc1ccc(OC)c(CC(NC(C)=O)C(=O)NC2CCN(c3cc(C)nc4ncnn34)CC2)c1 (stereo not given)	1%	.	.	10%	-10%	0%	.	0	-2	.
CCN(CC)C(=O)C1CCCN(C(=O)Nc2ccc3nsnc3c2)C1 (stereo not given)	2%	-6	5	-1%	?	6%	1%	4	.	176%[activator]
CCOC(=O)c1sc(N2C(=O)C(O)=C(C(=O)c3ccco3)C2c2ccco2)nc1C (stereo not given)	-6%	2	0	6%	8%	-11%	-7%	-2	-2	5%
Cc1cccc(C2(c3cccc(C)c3)OC(=O)c3ccccc32)c1	-2%	-9	-17	-2%	-13%	14%	-35%	2	12	0%
CCOc1ccc(OCCCCOc2ccccc2C(C)=O)cc1	0%	-4	-24	-9%	.	7%	-4%	1	5	-18%
CC(C)CC(=O)NC(=S)Nc1sc2c(c1C(N)=O)CCC2	-2%	-2	0	-6%	67%[activator]	0%	31%	1	3	-2%
CC(NC(=O)Cc1ccc(NC2=NC3CS(=O)(=O)CC3S2)cc1)c1ccccc1 (stereo not given)	.	-40	4	.	-18%	-6%	2%	1	-13	1%
Cc1ccc(N2C(=O)c3ccc(C(=O)N4CCOCC4)cc3C2=O)cc1C	-3%	1	2	0%	?	-2%	24%	-1	11	4%
COc1ccc(CCNC(=O)CSc2nnc3ccc(-c4cccnc4)nn23)cc1OC	0%	10	11	20%	?	-1%	-9%	0	3	-1%
Cc1c(N2C(=O)CS/C2=N\N=C\c2ccc(Br)cc2)c(=O)n(-c2ccccc2)n1C	-5%	-5	-6	-6%	6%	-6%	1%	0	.	-4%
CC(=O)c1cnc2cc(-c3cccc(Br)c3)nn2c1C	9%	-5	1	2%	.	0%	-8%	1	0	9%
Cc1cc(OCC(=O)NC2CCCCC2)ccc1Cl	3%	1	.	10%	-18%	15%	37%	-2	?	3%
CCOc1ccc(CN2CCN(C3CCC3)CC2CCO)cc1 (stereo not given)	5%	17	-18	1%	-2%	9%	26%	5	4	3%
O=C(Nc1ccc(F)c([N+](=O)[O-])c1)c1ccc2c(c1)OCCO2	-1%	6	4	-4%	13%	0%	-14%	-1	28	3%
COc1cc(NC(=O)C2=C(C)OCCS2)c(Cl)cc1C(=O)NCCN1CCN(C)CC1	-2%	-12	-17	13%	-2%	5%	-10%	-3	6	2%
Cc1ccc(N=Nc2c(C)[nH]n(C(N)=S)c2=O)cc1	3%	-1	18	-14%	14%	2%	?	-1	0	7%
O=C(CNS(=O)(=O)c1ccc(Cl)c(C(F)(F)F)c1)NC1CCCCCC1	.	-32	-7	.	.	-4%	-14%	.	?	2%
CCN(CC)CCCNC(=S)N(CCO)Cc1cc2cc3c(cc2[nH]c1=O)OCO3	.	1	19	1%	-6%	-6%	12%	3	-3	28%
C#CCCOC(=O)N1C2=NC(C(=O)OC)=C(C(=O)OC)[C@@H]3Nc4ccccc4[C@]23C[C@H]1C(=O)OC	.	6	2	.	.	.	10%	1	.	-5%
CSc1cccc(CN2CCC(Oc3ccc(C(=O)N4CCCCC4)cc3)CC2)c1	-2%	17	-13	-10%	-9%	5%	-10%	.	19	-1%
CCOc1ccc2oc(C(=O)N3CCCN(C)CC3)c(C)c2c1	.	1	6	.	.	-6%	-20%	.	.	0%
CCCC(=O)NCCc1cc2ccc(OC)cc2[nH]c1=O	0%	-12	-6	2%	9%	-7%	8%	-2	1	1%
CC[C@@H](C)[C@@H]1CN([C@@H](CN2CCC[C@H]2CN2C(N)=NC[C@H]2CC(C)C)C(C)C)C(=N)N1CCCC1CCCC1	.	0	-1	.	.	10%	19%	.	.	-4%
ON1C(c2ccc(Cl)cc2Cl)N(O)[C@H]2CCCC[C@H]21 (stereo not given in full)	4%	0	0	-3%	-4%	17%	-11%	4	-2	0%
Cc1ccc(OCCCC(=O)NNC(=O)c2ccncc2)cc1	.	6	12	.	.	1%	6%	.	0	0%
Cc1ccc(C(=O)N2CCN(S(=O)(=O)c3ccccc3[N+](=O)[O-])CC2)o1	7%	-4	3	-1%	3%	-2%	-14%	0	1	0%
CC(=O)Nc1cc(C(C)C)c(O)c(C(C)C)c1	-3%	-9	4	-1%	6%	0%	11%	2	-2	-1%
COC(=O)c1cccc(CSc2nc(-c3ccccc3)c(C#N)c(=O)[nH]2)c1	.	2	7	4%	30%	-7%	?	13	-3	3%
COC(=O)c1cc(Cl)c(NC(=O)/C=C/c2ccc(OC)c(OC)c2)cc1OC	0%	-3	3	-6%	?	16%	-17%	-1	-8	131%[activator]
O=C(O)c1ccc(N2C(=O)CC(N3CCC(c4nc5ccccc5[nH]4)CC3)C2=O)cc1 (stereo not given)	10%	-21	-3	0%	-5%	1%	-22%	0	-2	-3%
Cc1cccc(NC(=S)NC(=O)c2cccs2)n1	-1%	-22	-11	-2%	5%	-13%	-35%[7.66 µM]	2	-5	-1%
COc1ccc(C(=O)N/C(=C\c2cn(C)c3ccccc23)C(=O)OCCN(C)C)cc1	-2%	11	2	3%	.	-5%	-17%	1	0	4%
O=c1[nH]nc(SCCS(=O)(=O)c2ccc(F)cc2)n1-c1ccccc1C(F)(F)F	.	-2	10	4%	-11%	21%	-67%[inhibitor]	1	5	-2%
CC(NC(=O)Nc1ncccn1)(C(F)(F)F)C(F)(F)F	1%	12	6	2%	-15%	-7%	34%	0	9	-2%
Cc1cc(C)n(-c2ccc(C(=O)N3CCN(S(=O)(=O)c4cccc(Br)c4)CC3)cc2)n1	.	7	21	.	.	.	-12%	.	.	-2%
COC(=O)c1cc(OC)c(OC)cc1NC(=O)c1ccoc1C	2%	.	.	5%	-3%	2%	.	4	-4	.
O=C(c1ccco1)N1CCN(Cc2nnc(-c3cccc(Br)c3)o2)CC1	-1%	-8	-21	-6%	-14%	3%	-2%	-4	15	1%
Fc1ccc(Cn2cnc3ccccc32)cc1	-2%	-17	-7	3%	-7%	3%	3%	2	-1	-1%
COc1ccc2[nH]c(=O)c(CN(C(=O)C3CCCO3)c3cccc(C)c3)cc2c1 (stereo not given)	-3%	.	.	8%	7%	0%	.	-4	-2	.
COc1ccccc1CCC(=O)OCC(=O)N1CCN(S(=O)(=O)c2ccc(C)cc2C)CC1	.	2	12	.	.	2%	11%	.	4	-2%
Oc1ccc(N=Nc2ccc3ccccc3c2)cc1	1%	1	-6	-6%	?	-22%	3%	-1	-2	-1%
O=C(c1ccccc1)N1CCC2(CC1)NCCc1[nH]cnc12	0%	-10	-2	1%	1%	-1%	-18%	0	-3	-1%
CCC1(CC)C(=O)Nc2ccccc21	.	-8	1	.	.	.	-3%	.	.	0%
COc1cc2nc(Cl)nc(N3CCCCC3)c2cc1OC	0%	4	6	7%	0%	-7%	3%	2	-4	0%
CCOC(=O)c1[nH]c2ccc(Br)cc2c1NC(=O)CCN1CCC(C)CC1	0%	22	-26	-17%	6%	6%	0%	-1	22	-2%
COc1ccc(Cl)cc1C(=O)NCc1cnn(C)c1C	-1%	-7	3	1%	?	.	-28%	0	0	-2%
COC(=O)c1sc(NC(=O)c2cnccn2)c(C(=O)OC)c1C	.	-2	3	.	.	.	22%	.	.	5%
COc1ccc(CNC(=O)C2CC(C)=C(C)CC2C(=O)O)cc1 (stereo not given)	0%	4	0	?	-4%	1%	-11%[7.66 µM]	8	2	-1%
COC(=O)c1cc(/C=C/c2ccccc2)on1	.	-2	-5	-2%	?	-2%	2%	1	?	4%
O=C(NC1CCCCCCC1)c1cccs1	-1%	-3	25	-7%	-1%	4%	-14%	1	24	0%
CCOC(=O)c1nc(C)nc(Sc2n[nH]c(-c3ccccc3)n2)c1C	6%	2	18	7%	.	-6%	-25%	0	-2	-1%
Fc1cccc(NC(=S)Nc2cccnc2)c1	0%	18	-3	-4%	-2%	1%	-22%	3	3	-1%

No enrichment for hits. About 2% of those tested had a hit in this group.
